VLA-4 inh – inhibition in a human VLA-4 binding assay; AID 2557; inhibition, % (about 7 µM as worked out from the volumes in the protocol); VLA-4 expressing cells, ligand binding flow cytometry; 330,000 tested, 0.2% active; in the data active means inhibition above about 50%
Target sequence (P13612 whole entry, looked up): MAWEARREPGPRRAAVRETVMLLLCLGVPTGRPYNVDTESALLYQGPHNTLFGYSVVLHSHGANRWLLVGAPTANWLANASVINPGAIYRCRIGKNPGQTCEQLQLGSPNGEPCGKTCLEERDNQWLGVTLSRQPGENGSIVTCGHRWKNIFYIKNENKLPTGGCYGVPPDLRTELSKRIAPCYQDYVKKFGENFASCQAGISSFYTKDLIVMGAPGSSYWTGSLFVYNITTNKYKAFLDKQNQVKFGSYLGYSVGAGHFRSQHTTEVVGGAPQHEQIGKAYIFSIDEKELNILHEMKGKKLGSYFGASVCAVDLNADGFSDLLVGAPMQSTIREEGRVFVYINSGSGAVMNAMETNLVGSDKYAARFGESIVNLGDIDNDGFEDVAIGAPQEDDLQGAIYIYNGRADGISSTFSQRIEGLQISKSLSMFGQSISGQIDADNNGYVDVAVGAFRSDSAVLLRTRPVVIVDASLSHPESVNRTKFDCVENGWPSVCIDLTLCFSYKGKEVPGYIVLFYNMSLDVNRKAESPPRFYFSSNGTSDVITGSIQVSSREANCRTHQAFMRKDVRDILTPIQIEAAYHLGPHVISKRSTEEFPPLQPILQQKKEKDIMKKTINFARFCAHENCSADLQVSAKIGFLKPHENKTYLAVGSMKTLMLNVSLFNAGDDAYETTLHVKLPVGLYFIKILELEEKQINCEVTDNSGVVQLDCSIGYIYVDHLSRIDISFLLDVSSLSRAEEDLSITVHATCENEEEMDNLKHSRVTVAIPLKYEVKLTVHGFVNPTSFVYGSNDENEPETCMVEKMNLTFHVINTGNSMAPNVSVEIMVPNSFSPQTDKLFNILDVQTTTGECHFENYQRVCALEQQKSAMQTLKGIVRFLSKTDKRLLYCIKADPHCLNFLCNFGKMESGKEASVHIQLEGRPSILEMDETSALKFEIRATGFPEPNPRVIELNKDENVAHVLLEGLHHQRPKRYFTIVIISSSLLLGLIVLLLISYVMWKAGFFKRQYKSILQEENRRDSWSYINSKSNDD
GLD-1 TGE inh – GLD-1-TGE RNA interaction inhibition (C. elegans); Q17339; purified GLD-1 + fluorescein TGE RNA, fluorescence polarization; inhibition, % at 5.96 µM; 320,000 tested, 0.44% active; AID 2280;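 active means percent inhibition above a per-plate cutoff, the plate mean of test compounds plus 3 SD, cut at about 30% in these data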;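 further: 0% = DMSO wells with GLD-1 and probe and 100% = wells lacking GLD-1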
AGP1 TOR yeast – alters AGP1-GFP fluorescence in TOR pathway yeast screen | S. cerevisiae AGP1-GFP multiplex flow cytometry, 3 h; GFP as percent of DMSO wells | GFP response vs DMSO, % at 10 µM | 320,000 tested, 0.02% active | AID 2066;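 active means GFP response relative to DMSO above a set limit, near screen average plus 3 SD, cut at about 150% in these data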;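 further: median GFP channel fluorescence of the gated AGP1 strain per well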
MEX-5 binding – C. elegans MEX-5 TCR-2 RNA binding activity. Q9XUB2. MEX-5/FITC-TCR2 RNA binding, fluorescence polarization; stronger effect = lower value. activity score (negative = inhibition of binding), % at 10 µM. 300,000 tested, 0.38% active;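 active means inhibition past about -25% in most replicates, and total fluorescence under double the plate's negative control median, limit read from the data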;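 further: 0% = DMSO and -100% = 5 µM competing unlabeled TCR2 RNA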
Fam108B counter – counter-screen for RBBP9 inhibitors: inhibitors of mouse Fam108B; recombinant Fam108B, FP-Rh probe fluorescence polarization; inhibition, % at 9.51 µM; 300,000 tested, 0.33% active;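 active means inhibition above the screen mean inhibition plus 3 SD, computed separately per campaign, cut at about 18% in these data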;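 further: inhibitors lower polarization as less probe binds the enzyme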
CIT2 TOR yeast – modulators of TOR pathway CIT2-GFP in S. cerevisiae. S. cerevisiae CIT2-GFP strain, flow cytometry, 3 h; 100 means same as DMSO wells. GFP response vs DMSO, % at 10 µM. 320,000 tested, 0.065% active. AID 2029;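 active means GFP response relative to DMSO above a set limit, near the screen mean plus 3 SD, cut at about 150% in these data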;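 further: ratio of well median GFP fluorescence to mean of DMSO wells on the plate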
BCLXL inh – Bcl-xL (human) inhibition; Q07817; GST-Bcl-xL / FITC-Bim BH3 peptide fluorescence polarization; inhibition, % at 10.9 µM; 320,000 tested, 0.7% active;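 active means inhibition above the mean of all tested compounds plus 3 SD, cutoff set per campaign, cut at about 30% in these data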;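 further: 0% = DMSO wells and 100% = unlabeled Bim-BH3 peptide competitor; inhibitors lower millipolarization by displacing the labeled peptide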
MCL1-BIM inh – inhibitors of human MCL1 binding to BIM-BH3 peptide | Q07820 | inhibition, % at 10.9 µM | GST-MCL1 / FITC-Bim-BH3 fluorescence polarization | 320,000 tested, 0.68% active | AID 2057;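 active means inhibition above the mean inhibition of all tested compounds plus 3 SD, set per campaign, cut at about 40% in these data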;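 further: 0% = DMSO wells and 100% = unlabeled Bim-BH3 peptide control; higher means more loss of mP so more displacement of Bim peptide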
GRK2 inh – blocks RNA aptamer binding to human GRK2 | P25098 | bead flow cytometry, FAM-aptamer displacement from GRK2 | inhibition of aptamer binding, % at 10 µM | 330,000 tested, 0.59% active;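 active means inhibition of aptamer binding above 40%, roughly 3 SD of noise, on plates passing a quality check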;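 further: median bead fluorescence of bound FAM aptamer so fluorescent compounds give negative values; no value below 0 was filed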
The depositor's hits bear a star; x = not tested or not shown.

SMILES | VLA-4 inh | GLD-1 TGE inh | AGP1 TOR yeast | MEX-5 binding | Fam108B counter | CIT2 TOR yeast | BCLXL inh | MCL1-BIM inh | GRK2 inh
Cc1ccc(C)c(NC2=CC(=O)CC(C)(C)C2)c1C#N | 1.0 | -2.4 | 106.4 | 1.9 | 2.1 | 107.6 | -4.1 | 0.1 | 4.0
CCOC(=O)CN1C(=O)C(Sc2n[nH]c(-c3ccccc3)n2)CCc2ccccc21 (stereo unspecified) | -16.6 | 0.8 | 108.3 | 0.5 | 2.7 | 109.8 | 8.5 | 8.0 | 4.0
Cc1ccc(S(=O)(=O)NC2CCCCC2)cc1 | 12.4 | 1.2 | 97.3 | x | x | 88.8 | 6.4 | 1.7 | 1.0
COc1ccc(Cn2c(=O)oc3ccc(C)cc32)cc1OC | -0.9 | -2.0 | 88.2 | -0.2 | 0.6 | 71.3 | 0.2 | 0.1 | 0.0
CN1CCN(S(=O)(=O)c2cc(C(F)(F)F)ccc2Cl)CC1 | 0.0 | x | 105.4 | -2.6 | x | 103.4 | x | x | 0.0
Cc1ccc(C(=O)NC(=O)OCCn2c(C)cnc2[N+](=O)[O-])cc1 | -14.9 | 2.0 | 94.0 | -1.9 | 1.5 | 93.2 | -0.1 | 0.5 | 2.0
CC(=O)c1ccc(NC(=O)CC2Nc3cccc4cccc(c34)NC2=O)cc1 (stereo unspecified) | -0.8 | 8.1 | 102.8 | -6.6 | 7.3 | 97.9 | 8.2 | 14.4 | 0.0
COc1ccccc1NC(=O)c1[nH]c(C)c(C(C)=O)c1C | 7.6 | 2.5 | 100.6 | -2.4 | 4.4 | 94.1 | -5.8 | -9.8 | 0.0
Cc1cc(C(=O)COc2cc(F)ccc2[N+](=O)[O-])c(C)n1C1CC1 | 11.8 | 3.2 | 101.9 | 0.1 | 3.3 | 95.5 | 2.6 | -6.8 | 0.0
Cc1cccc(-n2cc[nH]c2=S)c1 | 17.2 | -0.7 | 105.4 | 1.7 | 1.6 | 102.7 | -16.4 | -6.8 | 5.0
CCc1nnc(NS(=O)(=O)c2ccc(NC(=S)NC(=O)c3cccs3)cc2)s1 | 9.8 | -0.2 | 104.8 | 1.5 | -4.6 | 106.7 | 12.8 | 17.1 | 2.0
CCCC(=O)NC(c1ccccc1Cl)c1ccc2cccnc2c1O (stereo unspecified) | 6.8 | -3.7 | 108.2 | 2.7 | 1.3 | 111.9 | 2.8 | 11.8 | 1.0
CC(C)c1ccc(OCC(=O)Nc2ccc(OC(F)(F)F)cc2)cc1 | 17.4 | -0.2 | 97.2 | 0.2 | 2.9 | 98.1 | -1.8 | 0.9 | 2.0
Cc1occc1-c1nnc(SCC(=O)N2CCN(c3ccccc3F)CC2)n1C | 13.6 | -0.2 | 103.5 | 1.8 | -1.4 | 97.4 | -2.1 | -3.2 | 1.0
Nc1ccc(C(=O)Nc2ccc(NC(=O)c3ccco3)c(O)c2)cc1 | 9.9 | -34.4 | 84.1 | -1.3 | 1.4 | 82.3 | 2.8 | 3.2 | 2.0
CC1(C)CC(n2c(NCCO)nc3c(c2=O)C2(CCCC2)Cc2ccccc2-3)CCO1 (stereo unspecified) | -0.4 | -5.8 | 100.8 | -2.4 | 3.1 | 102.3 | 6.0 | 9.9 | 0.0
COc1ccc(NC(=O)CNC(=O)C2CCCCC2)cc1 | 12.5 | -1.7 | 92.4 | -1.7 | 3.3 | 91.4 | 0.5 | -0.7 | 0.0
CNS(=O)(=O)c1cc(O)c2c(S(=O)(=O)NC)cccc2c1 | 0.8 | 3.4 | 104.6 | -0.8 | 4.2 | 98.7 | 2.3 | 4.8 | 0.0
O=C1C(Cl)=C(N2CCCCCC2)C(=O)N1c1ccccc1 | 19.2 | 1.6 | x | -5.1 | -4.7 | 107.1 | 3.1 | 1.6 | 0.0
Cc1n[nH]c(C)c1CCCCOc1ccc([N+](=O)[O-])cc1 | 14.4 | 1.0 | 101.8 | 3.4 | 1.0 | 100.9 | 8.0 | 17.9 | 0.0

Exported as labelled records: entries from further up.
Nc1ccc(C(=O)Nc2ccc(NC(=O)c3ccco3)c(O)c2)cc1
- VLA-4 inh: 9.9
- GLD-1 TGE inh: -34.4
- AGP1 TOR yeast: 84.1
- MEX-5 binding: -1.3
- Fam108B counter: 1.4
- CIT2 TOR yeast: 82.3
- BCLXL inh: 2.8
- MCL1-BIM inh: 3.2
- GRK2 inh: 2.0
COc1ccc(NC(=O)CNC(=O)C2CCCCC2)cc1
- VLA-4 inh: 12.5
- GLD-1 TGE inh: -1.7
- AGP1 TOR yeast: 92.4
- MEX-5 binding: -1.7
- Fam108B counter: 3.3
- CIT2 TOR yeast: 91.4
- BCLXL inh: 0.5
- MCL1-BIM inh: -0.7
- GRK2 inh: 0.0

(list continues)
SMILES | VLA-4 inh | GLD-1 TGE inh | AGP1 TOR yeast | MEX-5 binding | Fam108B counter | CIT2 TOR yeast | BCLXL inh | MCL1-BIM inh | GRK2 inh
Cc1ccc(C)c(OCc2cc(C(=O)N3CC[C@@H]4CCCC[C@H]4C3)no2)c1 | -3.3 | 2.2 | 100.1 | -1.0 | 0.3 | 100.6 | 3.3 | 10.5 | 3.0
CC1=C(C(=O)OC2CCCC2)C(c2coc3ccccc3c2=O)C2=C(CC(C)(C)CC2=O)N1 (stereo unspecified) | -5.2 | 8.4 | 103.2 | 1.9 | -1.2 | 103.7 | -0.8 | 6.0 | 1.0
COc1ccccc1/C=C/C(=O)NC(=S)NCC1CCCO1 (stereo unspecified) | 1.9 | -2.3 | 89.6 | -0.2 | 4.7 | 99.8 | 6.6 | 15.2 | 0.0
Oc1c(N=NC(=S)Nc2ccccc2F)c2ccccc2n1Cc1ccccc1 | -7.9 | -4.5 | 103.4 | -1.5 | -2.0 | 96.3 | 4.8 | 6.6 | 0.0
CC(=O)c1c(C)[nH]c(C(=O)NCc2ccccc2)c1C | 6.9 | -1.7 | 104.9 | -3.2 | -0.3 | 103.0 | 4.8 | 1.0 | 1.0
C=Cn1cc[n+](CC(=O)c2cc(C(C)(C)C)c(O)c(C(C)(C)C)c2)c1 | -2.2 | 12.4 | 94.7 | 1.0 | 1.3 | 105.8 | -1.0 | 1.8 | 0.0
CC1(C)Nc2ccccc2N(Cc2ccc([N+](=O)[O-])cc2)C1=O | 3.7 | -6.2 | 98.8 | 3.0 | -0.3 | 88.0 | 0.6 | 4.2 | 0.0
COc1ccc(S(=O)(=O)Nc2ccc3c(c2)n(C)c(=O)n3C)cc1OC | 2.7 | -3.0 | 104.6 | -2.3 | -1.6 | 113.6 | 0.2 | 5.3 | 0.0
Cc1csc(NC(=O)c2ccc[nH]c2=O)n1 | 0.1 | 2.7 | 102.2 | -2.3 | 4.1 | 104.4 | 8.7 | 2.5 | 3.0
COC(=O)c1cc(Br)ccc1NC(=O)Nc1ccc(C)cc1 | 5.9 | -6.9 | 98.3 | -0.9 | -1.8 | 95.6 | 8.0 | 4.5 | 2.0
CN(C(=O)COC(=O)c1ccc(Cl)c(S(=O)(=O)N2CCCCC2)c1)C1(C#N)CCCCC1 | 1.1 | 5.8 | 100.7 | x | x | 96.2 | 7.6 | 7.0 | 1.0
Cc1[nH]c2ccccc2c1C(c1ccncc1)N1CCN(c2ccccc2F)CC1 (stereo unspecified) | 4.1 | 6.5 | 108.5 | -6.0 | -1.2 | 101.8 | 4.3 | 1.9 | 4.0
Cc1nc(-c2ccc(Br)cc2)ccc1C(=O)O | 7.0 | -3.9 | 93.9 | 1.2 | 2.2 | 100.8 | 2.7 | 6.1 | 3.0
Cc1ccc(S(=O)(=O)N2[C@@H](c3ccc(F)cc3)C(C(=O)O)=CC[C@H]2c2ccc(C(C)C)cc2)cc1 | 1.7 | 4.8 | 76.5 | x | -1.3 | 78.4 | 6.4 | 9.5 | 0.0
CN1CCN(c2nc3c(c(=O)n(C)c(=O)n3C)n2Cc2ccc(Cl)cc2)CC1 | 4.1 | -1.7 | 10.3 | -3.5 | 0.5 | 94.6 | 6.1 | 8.2 | 2.0
CCOC(=O)C1=C(Nc2ccccc2)CC(C)(O)C(C(=O)OCC)C1c1ccc(Br)cc1 (stereo unspecified) | 4.3 | 3.4 | 84.3 | -1.4 | -2.6 | 87.6 | 5.2 | -0.1 | 3.0
COc1ccc2nc3n(c(=O)c2c1)-c1ccc(Cl)cc1C(=O)NC3Cc1ccccc1 (stereo unspecified) | 0.7 | 12.2 | 100.2 | x | x | 104.2 | x | x | 0.0
CCCc1nnc(SCC(=O)Nc2nccs2)o1 | 26.4 | 1.2 | 111.9 | 2.6 | 4.4 | 104.8 | -3.7 | -0.8 | 0.0
CC(C)NS(=O)(=O)c1cccc2nsnc12 | 5.5 | -5.0 | 82.3 | 2.0 | -0.3 | 87.5 | 9.8 | 9.0 | 0.0
Cc1cc(C)n(CC(=O)Nc2ccc(N3CCOCC3)c(Cl)c2)c(=O)c1C#N | -15.5 | 1.8 | 102.0 | 1.0 | 0.8 | 98.0 | -2.2 | -5.7 | 2.0
Cc1cc2c(cc1C)-c1c(ssc1=Nc1ccc(S(N)(=O)=O)cc1)C(C)(C)N2 | 3.9 | 2.2 | 102.0 | 1.7 | 6.7 | 102.2 | -5.8 | -5.5 | 0.0
Cc1cc(C)n(C(=O)CCC(=O)Nc2ccc(C)c(C)c2)n1 | 29.9 | 0.6 | 103.9 | -1.1 | -1.6 | 96.0 | 3.5 | 5.7 | 2.0
Cc1ccc(C(=O)N2CCN(Cc3ccc4c(c3)OCO4)CC2)cc1S(=O)(=O)N1CCOCC1 | -4.0 | 0.6 | 100.5 | 3.5 | 2.8 | 114.0 | 4.7 | 10.4 | 1.0
COc1cc(/C=N/O)cc(Br)c1OCC(=O)NCc1ccccc1 | 12.3 | -4.7 | 94.4 | -0.8 | 3.4 | 91.4 | 5.6 | 5.6 | 0.0
COc1cccc(CNc2ncc(Br)cc2Br)c1O | 6.5 | 3.0 | x | -1.7 | 5.6 | 93.7 | 2.8 | 3.9 | 4.0
COc1ccc(S(=O)(=O)N2CCCOC2CNC(=O)C(=O)NCCc2ccco2)cc1OC (stereo unspecified) | -5.0 | 6.3 | 95.4 | 0.8 | -2.6 | 95.5 | 3.5 | -2.8 | 6.0
COc1ccc(C(=O)Nc2ncc(C)s2)cc1S(=O)(=O)N1CCOCC1 | -7.5 | 4.0 | 96.2 | x | x | 95.2 | 2.9 | 3.0 | 1.0
COc1ccc2c3c([nH]c2c1)C1(NCC3)C(=O)Nc2ccccc21 (stereo unspecified) | 9.8 | 6.2 | 110.1 | 1.8 | 1.5 | 103.1 | 4.9 | 0.2 | 0.0
Cc1cc(C(=O)OCC(=O)Nc2ccc(F)cc2[N+](=O)[O-])c2ccccc2n1 | 2.6 | 0.6 | 105.8 | -0.7 | -5.9 | 105.2 | 4.6 | 0.8 | 0.0
CC1=Nc2cc(Cl)ccc2Oc2ccccc21 | -10.5 | -2.8 | 102.0 | -4.4 | 8.2 | 92.8 | 1.7 | 4.0 | 0.0
CN(Cc1ccccc1)C(=O)COC(=O)c1ccccc1NS(=O)(=O)c1cccc(N)c1 | 6.2 | -2.0 | 108.4 | 0.9 | 3.0 | 97.1 | 4.7 | 1.7 | 0.0
O=C(c1ccc2nc3ccccc3c(=O)n2c1)N1CCN(Cc2ccc3c(c2)OCO3)CC1 | 6.3 | 3.9 | 99.3 | -1.2 | 0.3 | 96.0 | 9.8 | 12.7 | 3.0
CN(Cc1ccccc1)C(=O)COC(=O)c1ccc(S(=O)(=O)N(C)C)cc1 | -2.5 | -3.9 | 99.6 | -0.9 | -0.8 | 114.6 | -8.1 | -15.3 | 0.0
CCCCC1(c2ccc(F)cc2)NC(=O)N(CC(=O)Nc2ccc(N3CCOCC3)cc2)C1=O (stereo unspecified) | -12.6 | -3.9 | 98.9 | x | x | 104.4 | x | x | 2.0

Compound activity deposited in PubChem by several laboratories.
